Assay outcomes deposited in PubChem by Johns Hopkins Ion Channel Center.
KCNQ1 inh: inhibitors of human KCNQ1 channel, primary screen, cell-based, thallium flux, high-throughput. CHO-K1 KCNQ1, FluxOR thallium flux fluorescence; stronger effect = higher value. Potassium voltage-gated channel subfamily KQT member 1 (Homo sapiens), P51787. actives 1.3% (n = 310,000). B-score at 10 µM;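 active means compounds whose thallium flux B-score, printed positive for inhibition, exceeds three library SD while starting fluorescence stays within three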;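 further: channel opened by potassium depolarization with thallium stimulus after 20 min compound exposure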
Target sequence (P51787 whole entry, looked up): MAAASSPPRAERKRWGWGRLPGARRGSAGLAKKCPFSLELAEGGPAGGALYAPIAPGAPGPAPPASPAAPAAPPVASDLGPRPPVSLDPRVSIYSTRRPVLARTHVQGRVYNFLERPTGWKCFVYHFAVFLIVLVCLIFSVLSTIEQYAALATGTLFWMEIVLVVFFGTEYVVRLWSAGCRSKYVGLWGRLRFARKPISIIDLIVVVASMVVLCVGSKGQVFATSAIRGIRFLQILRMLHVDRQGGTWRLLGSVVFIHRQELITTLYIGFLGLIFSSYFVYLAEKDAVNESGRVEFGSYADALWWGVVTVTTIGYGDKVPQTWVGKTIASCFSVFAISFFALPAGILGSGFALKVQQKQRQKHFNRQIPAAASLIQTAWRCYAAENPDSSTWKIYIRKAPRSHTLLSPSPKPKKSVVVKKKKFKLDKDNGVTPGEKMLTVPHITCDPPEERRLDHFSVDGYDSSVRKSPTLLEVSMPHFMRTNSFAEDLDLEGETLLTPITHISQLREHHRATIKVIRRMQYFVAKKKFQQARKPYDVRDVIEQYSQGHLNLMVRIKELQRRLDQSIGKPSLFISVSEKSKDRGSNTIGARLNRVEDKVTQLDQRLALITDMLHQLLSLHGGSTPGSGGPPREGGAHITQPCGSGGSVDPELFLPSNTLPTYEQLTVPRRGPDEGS
KCNK3 block: human KCNK3 channel inhibitors, primary screen, CHO cells, FluxOR thallium flux, B-score; FluxOR fluorescence; stronger effect = lower value; B-score at 10 µM; actives 0.84% (n = 340,000); AID 602410, 2012;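 active means B-score under library mean minus 4 SD, starting fluorescence ratio at most library mean plus 5 SD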;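 further: more negative B-score means stronger inhibition of thallium flux through KCNK3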
hERG rescue: hERG rescue from dofetilide block, primary screen, cell-based, CHO-hERG, FluxOR thallium flux, dofetilide IC70 | dofetilide IC70 present | activation (rescue from dofetilide block), less the hit threshold, % at 10 µM | actives 0.51% (n = 310,000) | AID 1511, 2009;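 active means activation above the mean of controls blocked by dofetilide plus 5 SD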;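 further: thallium influx through hERG after potassium depolarization seen as dye fluorescence rise; in these data hits start at about 4.7%; inactives centre near -7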
MrgX1 ag: agonists of human MrgX1 receptor, primary screen, HEK293 cells, Fluo-4 calcium flux. Mas-related G-protein coupled receptor member X1 (Homo sapiens), Q96LB2. Fluo-4 calcium fluorescence, agonist mode; stronger effect = higher value. B-score at 10 µM. actives 0.44% (n = 310,000);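 active means calcium response B-score plate-corrected fluorescence ratio at least 3 library SD, with starting fluorescence B-score inside 5 SD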
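Test system: HEK293 cells stably expressing human MrgX1 receptor; amount: 15,000 cells per well; doses: compound delivered in addition one of three; times: overnight plating before 1 h dye loading; detection: Fluo-4 NW calcium-flux fluorescence, kinetic read; read-out basis: B-scored fluorescence response ratio; controls: positive and negative controls per plate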
MrgX1 allo act: positive allosteric modulators of MrgX1, primary screen, HEK293 cells, Fluo-4 calcium flux; B-score at 10 µM; actives 0.63% (n = 310,000); FDSS; stronger effect = higher value; Mas-related G-protein coupled receptor member X1 (Homo sapiens), Q96LB2; AID 588675, 2011;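 active means plate-corrected calcium response at least 3 library SD above typical, normal starting fluorescence, not activating the receptor alone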;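 further: compound read alongside a low EC10 to EC30 dose of BAM8-22 agonist; peak minus trough fluorescence over baseline measured at the second addition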
RGS4 pot: RGS4 potentiators or activators, primary screen, cell-based, HEK293 M3R inducible RGS4, calcium flux; carbachol calcium flux Fluo4; stronger effect = lower value; B-score at 10 µM; actives 0.92% (n = 310,000); AID 463111, 2010;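 active means B-score of the integrated calcium signal more than 4 SD below the library mean, with starting fluorescence not abnormally high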;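 further: negative B-score means reduced calcium response which marks RGS4 activation or potentiation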
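Also added: carbachol at ECmax as muscarinic agonist stimulus; Assay system: HEK293 cells with stable M3R and inducible RGS4; Timing: overnight RGS4 induction, 30 min dye load 37 °C, 20 min compound RT; Measured by: Fluo4-AM (2 µM) calcium-flux fluorescence, kinetic read.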
ANO1 block: TMEM16A chloride channel inhibitors, primary screen, cell-based, HTS; Anoctamin-1 (Mus musculus), Q8BHY3; HEK293 TMEM16A/YFP iodide influx fluorescence, ionomycin; normalized B-score (activity score, 25-100; higher = stronger inhibition) at 10 µM; actives 1.2% (n = 310,000);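 active means ratio plate-corrected score three or more library SD toward inhibition, starting fluorescence score within five deviations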;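 further: score derived from kinetic fluorescence span divided by baseline fluorescence per well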
KCNK9 inh: KCNK9 potassium channel inhibitors, primary screen, HEK293 cells, thallium flux; Potassium channel subfamily K member 9 (Homo sapiens), Q9NPC2; FluxOR thallium flux fluorescence; stronger effect = lower value; B-score at 10 µM; actives 1.2% (n = 310,000);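 active means ratio B-score over 3 SD below the library mean, with starting fluorescence within 5 SD of its mean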;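 further: negative B-score means less thallium flux so channel inhibition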
KCNQ1 pot: potentiators or activators of KCNQ1 channel, primary screen, cell-based, thallium flux, high-throughput; actives 0.35% (n = 310,000); Potassium voltage-gated channel subfamily KQT member 1 (Homo sapiens), P51787; CHO-K1 KCNQ1, thallium flux FluxOR fluorescence; stronger effect = higher value; B-score at 10 µM; AID 2648, 2010;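 active means fluorescence ratio B-score, a plate-corrected score, at least three library SD, with initial intensity B-score within 5 SD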
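assay system = KCNQ1-transfected CHO-K1 cells | medium = assay buffer with matched DMSO | probe or stimulus = depolarizing K+/Tl+ stimulus, K2SO4 and Tl2SO4 each 12.5 mM in 5x stock | dosing = single dose | incubation = dye 90 min, compound 20 min, room temperature | detection = kinetic FluxOR fluorescence, 10 s baseline plus 110 s post-stimulus | evaluation = ratio B score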
ANO1 activ: TMEM16A chloride channel activators or potentiators, primary screen, cell-based, HTS; Anoctamin-1 (Mus musculus), Q8BHY3; HEK293 TMEM16A/YFP-H148Q/I152L, iodide quench fluorescence; stronger effect = lower value; B-score at 10 µM; actives 0.3% (n = 340,000); AID 623877, 2012;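 active means fluorescence-ratio B-score plate-corrected deviation score at least 3 library SD below zero, with starting fluorescence score within 5 deviations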;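 further: channel opened by trigger with iodide after compound preincubation; score built on the fluorescence ratio of max minus min over baseline; more negative score means more quench and so TMEM16A activation or potentiation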
RGS4 inh: RGS4 inhibitors, primary screen, cell-based, HEK293 M3R inducible RGS4, calcium flux; Regulator of G-protein signaling 4 (Homo sapiens), P49798; Fluo-4 calcium flux; stronger effect = higher value; triggered by carbachol at its EC20; B-score at 10 µM; actives 0.45% (n = 310,000); AID 463165, 2010;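 active means B-score, a plate-corrected calcium signal, over three deviations above library mean, with baseline fluorescence within five deviations of library mean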;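 further: RGS4 expression induced by doxycycline in cells with stable M3 receptor; B-score is computed from the integrated fluorescence ratio over baseline after carbachol; higher B-score means a larger calcium signal and so more RGS4 inhibition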
Target sequence (P49798 whole entry, looked up): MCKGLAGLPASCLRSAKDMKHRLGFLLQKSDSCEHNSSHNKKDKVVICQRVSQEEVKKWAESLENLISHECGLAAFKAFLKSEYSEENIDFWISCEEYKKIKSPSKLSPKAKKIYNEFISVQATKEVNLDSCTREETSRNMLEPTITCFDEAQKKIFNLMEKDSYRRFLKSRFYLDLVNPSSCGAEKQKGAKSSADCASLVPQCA
* = called active by the depositor; i = inactive; · = not tested or not shown.

SMILES | KCNQ1 inh | KCNK3 block | hERG rescue | MrgX1 ag | MrgX1 allo act | RGS4 pot | ANO1 block | KCNK9 inh | KCNQ1 pot | ANO1 activ | RGS4 inh
COc1cccc(CCNC(=O)CCc2nnc(Cc3cc(OC)ccc3OC)o2)c1 | i | i | -7 | i | i | i | i | i | i | i | i
Nc1c(Cl)ncnc1N1CCCC1 | i | i | -3 | i | i | i | i | i | i | i | i
Nc1nonc1-c1nc2ccccc2n1Cc1ccc(F)cc1Cl | i | i | -5 | i | i | i | i | i | i | i | i
COc1ccccc1CNC(=O)CN(C)S(=O)(=O)c1cccc2cccnc12 | i | i | -6 | i | i | i | i | i | i | i | i
COCCCNC(=O)CSc1c2c(nc3ccc(Cl)cc13)CCCC2 | i | i | -8 | i | i | i | i | i | i | i | i
CCCCP(=O)(CCCC)c1ccccc1C(=O)O | i | i | -8 | i | i | i | i | i | i | i | i
Nc1nc(SC23CC4CC(CC(C4)C2)C3)ns1 | i | i | -9 | i | i | i | i | i | i | i | i
O=C(NC1CCC(O)CC1)c1ccc2c(c1)S(=O)(=O)N=C1CCCCCN12 (configuration not stated) | i | i | -13 | i | i | i | i | i | i | i | i
O=C(O)c1ccccc1C(=O)c1ccc(Sc2ccc(Cl)cc2)c([N+](=O)[O-])c1 | i | i | -17 | 38* | i | i | i | i | i | i | i
O=C(Nc1ccc(F)c(Cl)c1)NC1CC1 | i | i | -10 | i | i | i | i | i | i | i | i
O=C(O)c1ccc(N2C(=O)/C(=C/C=C/c3ccccc3)SC2=S)cc1 | i | i | -7 | i | i | i | i | i | i | i | i
CCOc1ccc(C(=O)NCc2ccc3c(c2)OCO3)cc1OCC | i | i | -1 | i | i | i | i | i | i | i | i
COCCN(C(=O)CN1CCN(S(=O)(=O)c2ccc(F)cc2)CC1)c1c(N)n(Cc2ccccc2)c(=O)[nH]c1=O | i | i | -4 | i | i | i | i | i | i | i | i
Cc1ccc(N2CC(C(=O)Nc3cccnc3)CC2=O)cc1C (configuration not stated) | i | i | -6 | i | i | i | i | i | i | i | i
COc1ccc(OCc2cc(C(=O)NC3CCOCC3)no2)c2ccccc12 | i | i | -8 | i | i | i | i | i | i | i | i
COc1ccccc1N(C)S(=O)(=O)c1ccc(C(=O)OCC(=O)N2CCC2)cc1 | i | i | -9 | i | i | i | i | i | i | i | i
Cc1ccc(C(=O)CSc2nc3ccccc3c(=O)[nH]2)cc1C | i | i | -4 | i | i | i | i | i | i | i | i
CCOc1cc(/C=N/NC(=O)C(C)Sc2ccccc2)ccc1O (configuration not stated) | i | i | -12 | i | i | i | i | i | i | i | i
Cc1ccsc1C(=O)OCc1nc2ccsc2c(=O)[nH]1 | i | i | -12 | i | i | i | i | i | i | i | i
COc1ccc2c(CC(=O)OCC(=O)Nc3ccc(S(N)(=O)=O)cc3)coc2c1 | i | i | -10 | i | i | i | i | i | i | i | i

2 compounds from above, showing only ANO1 activ, RGS4 pot and KCNK9 inh.
Molecule	ANO1 activ	RGS4 pot	KCNK9 inh
COc1ccccc1N(C)S(=O)(=O)c1ccc(C(=O)OCC(=O)N2CCC2)cc1	i	i	i
Cc1ccc(C(=O)CSc2nc3ccccc3c(=O)[nH]2)cc1C	i	i	i

(cont.)
SMILES | KCNQ1 inh | KCNK3 block | hERG rescue | MrgX1 ag | MrgX1 allo act | RGS4 pot | ANO1 block | KCNK9 inh | KCNQ1 pot | ANO1 activ | RGS4 inh
CC(=O)n1nc(-c2ccc(C)cc2)nc1NCc1ccco1 | i | i | -14 | · | · | i | · | i | i | i | i
CC(=O)Nc1ccc(Nc2cc(C(C)C)nc3c(-c4ccccc4)c(C)nn23)cc1 | 7* | -12* | -13 | i | i | i | i | i | i | i | 7.2*
COc1ccccc1N1CCN(CC(=O)NCC2CCCO2)CC1 (configuration not stated) | i | i | -8 | i | i | i | i | i | i | i | i
Cc1ccc2[nH]c(=O)c(CN(CC3CCCO3)C(=S)Nc3ccccc3)cc2c1 (configuration not stated) | i | i | -5 | i | i | i | i | i | i | i | i
C=CCN(c1ccccc1)S(=O)(=O)c1cccc(C(=O)Nc2ncccc2C)c1 | i | i | -20 | i | i | i | i | i | i | i | i
Cn1c(COc2ccccc2)nnc1SCC(=O)Nc1ccc(N2CCOCC2)cc1 | i | i | -3 | i | i | i | i | i | i | i | i
CCOc1ccc(CCNC(=O)CSc2cc(=O)n(C)c3cc(Cl)ccc23)cc1OCC | i | i | -5 | i | i | i | i | i | i | i | i
C(=N\Nc1nc(Nc2ccccc2)nc(N2CCCCC2)n1)/c1ccco1 | i | · | -4 | i | i | i | i | i | i | · | i
CCn1cc(/C=C(\NC(=O)c2ccccc2OC)C(=O)NCCCn2ccnc2)c2ccccc21 | i | i | -14 | i | i | i | i | i | i | i | i
CCOC(=O)c1ccccc1NC1c2ccccc2C(=O)N1c1cc(C)ccn1 (configuration not stated) | i | i | -12 | i | i | i | 100* | i | i | i | i
Cc1cccc(CSCCNC(=O)CCSc2ccccc2)c1 | i | i | -12 | i | i | i | i | i | i | i | i
COc1cccc(OCC(=O)NNC(=S)Nc2ccc(Cl)cc2Cl)c1 | i | i | -7 | i | i | i | 100* | i | i | i | i
Cc1cc(O)c(C2(O)C(=O)Nc3ccccc32)cc1C (configuration not stated) | i | i | -4 | i | i | i | i | i | i | · | i
O=c1c2ccccc2nc2ccccn12 | i | i | -5 | i | i | i | i | i | i | i | i
O=C(NCc1cccnc1)c1ccc(Br)o1 | i | i | -11 | i | i | i | i | i | i | i | i
O=C(COc1ccccc1)N(Cc1nnc(-c2ccccc2Cl)o1)C1CC1 | i | i | -16 | i | i | i | i | i | i | i | i
COc1ccc(C2N=C(Nc3ccc(C)cc3)Nc3nc(C)cc(=O)n32)cc1 (configuration not stated) | i | i | -9 | i | i | i | i | i | i | i | i
CCOc1ccc(S(=O)(=O)N2CCC(C(=O)NCc3cccnc3)CC2)cc1C | i | i | -6 | i | i | i | i | i | i | i | i
O=C(CCCN1C(=O)c2ccccc2C1=O)N1CCC(c2ccccc2)C1 (configuration not stated) | i | i | -8 | i | i | i | i | i | i | i | i
O=[N+]([O-])c1ccc(/C=N/Nc2nc(-c3ccccc3)c3cc(Br)ccc3n2)o1 | i | i | -9 | i | i | i | i | i | i | i | i
C/C(=N\NC(=S)Nc1ccc(C)cc1)c1cccc(N)c1 | i | i | -22 | i | i | i | i | i | i | i | i
CC1CCCC(NS(=O)(=O)c2cccc3nsnc23)C1C (configuration not stated) | i | i | -4 | i | i | i | i | i | i | i | i
CNC(=O)c1cc2ncc(C(F)(F)F)cc2s1 | i | i | -5 | i | i | i | i | i | i | i | i
CCC(=O)N(CCc1ccccc1)Cc1cc2cccc(C)c2[nH]c1=O | i | i | -7 | i | i | i | i | i | i | i | i
Cc1c(C(=O)N2CCN(CCc3ccccn3)CC2)oc2ccc(Cl)cc12 | i | i | -9 | i | i | i | i | i | i | i | i
NC(=O)NC(=O)COC(=O)CCCSc1nc2ccccc2s1 | i | i | -7 | i | i | i | i | i | i | i | i
COc1ccc(-c2cnc(SCCNC(=O)c3ccc4c(c3)OCO4)[nH]2)cc1 | i | i | -14 | i | i | i | i | i | i | i | i
Cn1nnnc1SCC(=O)NCCc1ccc(Cl)cc1 | i | i | -6 | i | i | i | i | i | i | i | i
COc1ccccc1N(C(=O)c1snc(C(N)=O)c1N)C(C(=O)NCc1ccccc1)c1ccc(O)cc1 (configuration not stated) | i | i | -6 | · | · | i | · | i | i | i | i
COc1ccc(CNC(=O)CSc2nnc(NC(=O)C3CC3)s2)cc1 | i | i | -2 | i | i | i | i | i | i | i | i
CC(=O)Nc1ccc(NC(=O)c2ccccc2S(=O)(=O)c2ccccc2[N+](=O)[O-])cc1 | i | i | -10 | i | i | i | i | i | i | i | i
Cc1ccc(OCc2nnc(SC(C)C(=O)O)n2Cc2ccccc2)cc1 (configuration not stated) | i | i | -6 | i | i | i | i | i | i | i | i
CN(CC1CCCO1)S(=O)(=O)c1ccc(C(=O)Nc2ccc([N+](=O)[O-])cc2)cc1 (configuration not stated) | i | i | -8 | i | i | i | i | i | i | i | i
COc1ccc(CO[C@@H]2O[C@H](CO)[C@@H](O)[C@H](O)[C@H]2NC(C)=O)cc1OC | i | i | -3 | i | i | i | i | i | i | i | i
O=C1/C(=C\c2cccnc2)CN(Cc2ccccc2)C/C1=C\c1cccnc1 | i | · | -3 | i | i | i | i | i | i | · | 21*
C/C(CC(=O)NC12CC3CC(CC(C3)C1)C2)=N\NC(=O)Cc1cccs1 | i | i | -5 | i | i | i | i | i | i | i | i
CC(C)CC(OC(=O)c1ccco1)C(=O)NC1CCCCC1 (configuration not stated) | i | i | -10 | i | i | i | i | i | i | i | i
Cc1c(O)ccc2c(=O)c(Oc3ccccc3)coc12 | i | i | -6 | i | i | i | i | i | i | i | i
O=C1CC(c2ccco2)Cc2nc(Nc3nc(-c4ccccc4)c4ccccc4n3)ncc21 (configuration not stated) | i | i | -9 | i | i | i | i | i | i | i | i
C=C(C)CSC1=C(C#N)C(c2ccsc2)CC(=O)N1 (configuration not stated) | i | i | -4 | i | i | i | i | i | i | i | i
CC(C)C(NC(=S)Nc1ccccc1)C(=O)O (configuration not stated) | i | i | -10 | i | i | i | i | i | i | i | i
